# Compound activity: PubChem BioAssay, Broad Institute
# EWS-Fli block: inhibitors of EWS/Fli oncoprotein transcriptional activity; inhibition, % at 12.6 µM; 350,000 compounds, 0.67% hits; A673 NR0B1-luciferase reporter, viability-normalised;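 active means mean inhibition of at least 50% after viability correction, with every replicate also passing that limit; inconclusive means mean reaches 50% but only one of two replicates passes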;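 further: firefly luciferase signal divided by Alamar Blue viability fluorescence both relative to DMSO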
# F508del corr: CFTR F508del correction in bronchial cells; CFBE cells, YFP halide quenching; stimulated with forskolin plus potentiator P3; % fluorescence drop versus neutral controls; activity (quench increase), % at 7.58 µM; 350,000 compounds, 0.36% hits;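 active means mean added fluorescence quench of at least 8% versus neutral control, with both replicates also reaching 8%; inconclusive means only one of the mean or replicate conditions met; inactive means mean below 8% and not both replicates reaching 8%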;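 further: cells transiently co-express mutant CFTR-F508del with the halide-sensitive YFP; corrector assay measuring rescue of mutant channel to the surface after 24 h compound exposure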
# XiGFP reactiv: reactivates the inactive X chromosome in mouse fibroblasts. AID 743238. 360,000 compounds, 0.055% hits. XiGFP mouse fibroblasts, % GFP-positive cells imaging, 3 d; cells co-treated with 5-aza-dC sensitizer; scaled so ellipticine positive control = 100%. activation, % at 7.58 µM;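 active means mean normalized replicate activation at least 10% and every replicate at or above 10%; inconclusive means only one of the two criteria met; inactive means mean below 10% and not all replicates reach 10%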;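 further: 0% = median of on-plate neutral control wells and 100% = ellipticine 6 µM median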
#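 Material: XiGFP fibroblasts, SV40-immortalized. Buffer or medium: DMEM plus 5-aza-dC sensitizer. Compound: single concentration per compound, delivered by pin transfer. Times: 3 days compound exposure. Controls: ellipticine 6 µM.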
# GSIS activator: GLuc luminescence reporter in INS-1E cells, primary screen for activators of glucose-dependent secretion of insulin | INS-1E GLuc reporter insulin secretion, 2-3 h | activation, % at 16.6 µM | 370,000 compounds, 0.61% hits | AID 743287;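 active means lowest replicate activation of at least 40%, so every replicate reaches that level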;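 further: 0% = median of neutral control wells and 100% = median of IBMX positive control wells; some compounds called inactive have numbers as strong as hits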
# DENV2 CPE rescue: inhibitors of DENV2 cytopathic effect | DENV2-infected cells, cytopathic effect rescue, plate reader | CPE inhibition, % at 9.99 µM | 350,000 compounds, 1.7% hits; in the data active means CPE inhibition above about 20%, passing the limit was not always enough; inconclusive means no clear call, values can overlap the other calls; tested in BHK-21 cells;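 further: 0% = median of neutral control wells and 100% = median of positive control wells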
# ARNT-TACC3 inh: ARNT/TACC3 interaction disruption. Q9Y6A5. AlphaScreen His-ARNT PAS-B/GST-TACC3 binding, luminescence; TACC3 fragment carries E629A point mutation. inhibition, % at 9.99 µM. 390,000 compounds, 0.66% hits;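 active means mean inhibition of replicates at least 50% and at least half of replicates each reaching 50%; inconclusive means half or more replicates reach 50% but mean below 50%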;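 further: 0% = complete ARNT plus TACC3 wells and 100% = ARNT alone without TACC3; many hits fall short of the cut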
# ERp5 block: ERp5 (human) disulfide isomerase inhibition; Q15084; ERp5 insulin aggregation, absorbance 650 nm, 90 min; inhibition, % at 9.99 µM; 350,000 compounds, 0.05% hits;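 active means mean replicate inhibition above about 25%, with every replicate also reaching it, limit read from the data, passing the limit was not always enough; inconclusive means only one of those two criteria met; inactive means neither criterion met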
# Target sequence (Q15084 whole entry, looked up): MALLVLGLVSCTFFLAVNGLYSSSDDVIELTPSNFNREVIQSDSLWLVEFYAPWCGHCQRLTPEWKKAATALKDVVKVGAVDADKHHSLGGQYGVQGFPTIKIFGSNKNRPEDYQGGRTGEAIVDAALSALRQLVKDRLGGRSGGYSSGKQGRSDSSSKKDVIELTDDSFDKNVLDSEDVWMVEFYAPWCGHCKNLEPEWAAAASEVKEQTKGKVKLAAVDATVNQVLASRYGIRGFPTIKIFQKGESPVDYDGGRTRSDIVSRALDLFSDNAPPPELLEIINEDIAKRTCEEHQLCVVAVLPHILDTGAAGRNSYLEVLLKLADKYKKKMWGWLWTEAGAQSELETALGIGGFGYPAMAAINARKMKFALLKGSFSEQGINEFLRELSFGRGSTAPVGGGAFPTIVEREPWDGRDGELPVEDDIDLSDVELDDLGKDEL
# PAX8 inh HTS: inhibitors of PAX8 transcriptional activity in RMG-I cells. inhibition, % at 12.6 µM. RMG-I TPO-luciferase reporter, SteadyGlo, 24 h. 360,000 compounds, 1.2% hits. AID 652154;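 active means mean replicate inhibition at least 60% with every replicate also reaching 60%; inconclusive means only one of the two criteria is met; inactive means mean below 60% and not all replicates reaching 60%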;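 further: luciferase light reporting Pax8 driven TPO promoter activity; plate controls were median of neutral control wells for no effect and mitoxantrone controls for full effect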
# An asterisk follows results filed as active; ? = inconclusive; nt = no result given.
SMILES,EWS-Fli block,F508del corr,XiGFP reactiv,GSIS activator,DENV2 CPE rescue,ARNT-TACC3 inh,ERp5 block,PAX8 inh HTS
Cc1ccc(S(=O)(=O)Nc2ccc3c(c2)C(=O)N([C@@H](C)CO)C[C@H](C)[C@@H](CN(C)C(=O)NC(C)C)O3)cc1,-2,2.5,-1.1,-3,15,nt,nt,-11
CCCN(C)C[C@H]1OCCCC[C@H](C)Oc2ccc(NS(=O)(=O)c3ccc(OC)cc3)cc2C(=O)N([C@@H](C)CO)C[C@H]1C,1,-2.5,-0.3,8,?,0,2,9
C[C@@H]1CCCCO[C@H](CN(C)C)[C@H](C)CN([C@@H](C)CO)C(=O)c2cc(NS(=O)(=O)c3cccs3)ccc2O1,-19,-1.3,0.3,5,-4,-1,-2,5
COc1ccc(NC(=O)Nc2ccc3c(c2)C(=O)N([C@@H](C)CO)C[C@H](C)[C@@H](CN(C)S(C)(=O)=O)OCCCC[C@@H](C)O3)cc1,-6,0.4,0.3,-10,-2,-14,3,-11
COc1ccc(-c2ccccc2[C@H]2[C@@H](C#N)N(C(=O)C3CC3)[C@@H]2CO)cc1,0,-1.4,0.1,0,0,nt,0,10
CC(=O)N1CCN(c2ccc(NC(=O)c3ccc([N+](=O)[O-])o3)cc2Cl)CC1,50,-0.5,0.4,-24,1,-2,0,102*
C[C@@H](CN1C2=NC[C@H](C)N2C[C@H]1Cc1ccc(O)cc1)NC(=O)CCC1CCCCC1,13,1.6,0.0,14,2,0,0,-7
O=c1[nH]c(CN2CCN(S(=O)(=O)c3ccc(Cl)cc3)CC2)nc2cc(Cl)ccc12,nt,nt,-0.1,-34,nt,18,nt,-3
Cn1c(SCC(=O)NC(=O)c2cccc([N+](=O)[O-])c2)nnc1-c1ccc(F)cc1,8,nt,-0.3,2,1,-6,1,4
c1ccc(OC2CCCCC2N2CCOCC2)cc1 (stereo not drawn),8,-0.2,0.0,6,-7,nt,3,-1
COc1ccc(CSc2n[nH]c(=O)[nH]c2=O)cc1,-3,3.7,0.1,-14,-2,nt,-6,0
O=C(NCc1cccnc1)C1C2C=CC(C2)C1C(=O)Nc1cccc(C(F)(F)F)c1 (stereo not drawn),5,nt,0.2,nt,-18,nt,2,1
CCC(=O)N[C@H]1C[C@@H]2O[C@@H](CO)CC[C@@H]2O[C@@H]1CCc1ccc(-c2cccc(OC)c2)cc1,-8,-2.0,nt,nt,11,nt,0,nt
COc1ccc(S(=O)(=O)N(CC(=O)NCC2CCCO2)c2ccc(Cl)cc2)cc1 (stereo not drawn),4,-1.4,0.4,0,-4,3,-1,29
COc1ccc2c3c(n(C)c2c1)[C@H](CO)N(C(=O)c1ccc(F)cc1)CC31CN(C(=O)c2ccc(F)cc2)C1,2,0.4,0.3,-22,-1,nt,-8,nt
C[C@@H]1CN([C@H](C)CO)C(=O)c2cc(NS(=O)(=O)c3ccccc3)ccc2O[C@@H](C)CCCCO[C@@H]1CN(C)C(=O)Cc1ccccc1,2,2.4,0.4,-36,-8,1,-1,9
Cc1n[nH]c(=O)n1-c1ccc(C(C)(C)C)cc1,8,0.0,0.0,4,7,-17,-5,1
CC(/C=N/NC(=O)c1cccnc1)=C\c1ccco1,-7,-1.7,nt,11,nt,25,1,nt
O=C(O)CC(C(=O)Nc1ccc(Cl)cc1)N1CCCCCC1 (stereo not drawn),7,-2.7,0.2,-6,-7,-6,2,8
Cc1ccc(S(=O)(=O)Nc2ccc3c(c2)C(=O)N([C@@H](C)CO)C[C@H](C)[C@@H](CN(C)C(=O)Nc2ccccc2)O3)cc1,3,-3.6,0.1,5,?,-8,-3,-2
C[C@H](CO)N1C[C@H](C)[C@H](CN(C)S(=O)(=O)c2ccc(Cl)cc2)OCCCC[C@H](C)Oc2ccc(NC(=O)Nc3ccc(F)cc3)cc2C1=O,-6,-4.6,0.0,0,12,-2,-6,44
O=C(c1ccccc1F)N1CC[C@@H]2[C@@H](CO)Nc3ccc(-c4ccc(F)cc4)cc3[C@@H]21,10,-3.3,0.4,-2,-14,-5,11,-12
CCS(=O)(=O)Nc1ccc2c(c1)C(=O)N(C)[C@H]1CC[C@H](CC(=O)N3CCOCC3)O[C@H]1CO2,13,1.4,0.0,10,1,1,0,-5
CC1CCCN(C(=O)c2cccc(S(=O)(=O)Nc3cc(C(F)(F)F)ccc3Cl)c2)C1 (stereo not drawn),-2,nt,0.0,-23,-2,9,-13,3
CCS(=O)(=O)Nc1ccc2c(c1)C(=O)N(C)C[C@@H](OC)[C@H](C)CN(CC1CCCC1)[C@@H](C)CO2,-10,4.3,0.1,0,nt,-17,nt,-4
O=C(C1=C(O)C(=O)N(CCN2CCOCC2)C1c1cccc(Br)c1)c1cc2ccccc2o1 (stereo not drawn),nt,2.0,0.0,6,-8,2,-5,12
CC(C)C(=O)Nc1ccc2c(c1)C(=O)N(C)[C@H]1CC[C@H](CC(=O)N[C@H](C)c3ccccc3)O[C@H]1CO2,7,2.1,0.3,-3,?,-12,nt,-5
CCNc1ccccc1C(=O)O,0,-1.6,nt,0,0,1,2,nt
CC(C)C#Cc1ccc([C@@H]2[C@H]3CN(C(=O)NC4CCCCC4)CC(=O)N3[C@H]2CO)cc1,1,0.6,0.1,-5,3,nt,-3,nt
Cc1noc(C)c1S(=O)(=O)N(C)C[C@H]1Oc2ccc(NC(=O)NC3CCCCC3)cc2C(=O)N([C@H](C)CO)C[C@@H]1C,2,-3.3,0.0,-12,nt,-20,2,-19
N#Cc1ccc(-c2ccc3c(c2)[C@@H]2[C@@H](CCN2Cc2cncnc2)[C@@H](CO)N3)cc1,-9,0.3,0.5,16,nt,3,nt,-6
C/C(CC(=O)Nc1ccc(N(C)C)cc1)=N\NC(=O)c1ccccc1F,-26,-1.1,0.0,-8,-1,7,-1,-69
O=C(CN(Cc1cccs1)C(=O)CNS(=O)(=O)c1ccc(Cl)cc1)NCC1CCCO1 (stereo not drawn),-4,0.3,0.4,-4,7,-3,-2,8
O=C(O)CSc1nc2c(c(C(F)(F)F)n1)CCc1ccccc1-2,8,-0.1,0.0,2,-2,-27,2,8
CSc1oc(-c2ccco2)nc1S(=O)(=O)c1ccc(C)cc1,-23,0.9,0.1,1,1,-5,2,-13
CC(C)NC(=O)C1C(c2ccc(C(F)(F)F)cc2)=Nc2ccccc2N1C(=O)c1cc2ccccc2[nH]1 (stereo not drawn),-26,3.2,-0.1,-16,4,nt,0,-6
COc1cc(OC)cc(C(=O)N[C@H](C(=O)Nc2cccc(S(=O)(=O)N3CCCC3)c2)C(C)C)c1,-9,1.1,0.0,-24,-5,1,-10,13
C[C@@H]1CCCCO[C@H](CN(C)C(=O)Cc2ccccc2)[C@H](C)CN([C@H](C)CO)C(=O)c2cc(NC(=O)c3ccncc3)ccc2O1,5,2.1,0.2,-3,10,2,-2,42
CCN(CC)C(=O)c1[nH]cnc1C(=O)Nc1ccc(OC)cc1,9,0.7,0.0,19,3,6,-3,-9
CC(OC(=O)c1ccco1)C(=O)Nc1ccc(C(F)(F)F)cc1 (stereo not drawn),10,-4.7,0.3,-11,-1,41,-6,1
CCc1cccc(C)c1NC(=O)C1CCCN(S(C)(=O)=O)C1 (stereo not drawn),9,2.1,0.1,11,-1,3,0,3
O=C(Cc1c[nH]c2ccccc12)Nc1ccc(Nc2cccnc2)c(-c2cc(F)cc(F)c2)c1,23,2.0,0.3,-41,-11,nt,-7,28
COCc1cc(C)nc(SCC(=O)Nc2ccccc2N2CCOCC2)c1C#N,nt,5.0,0.2,39,-3,-3,0,10
CCCC(=O)OCC(=O)NCc1ccc(Cl)cc1,6,0.3,0.3,12,13,-2,-5,12
C[C@@H]1CN([C@H](C)CO)C(=O)Cc2cc(NC(=O)Nc3ccc(F)cc3)ccc2O[C@@H]1CN(C)Cc1ccc(-c2ccccc2)cc1,1,-0.4,-0.1,-11,-2,-9,-2,nt
COc1ccc([C@@H]2CC=C(C(=O)O)[C@H](c3cccc(Cl)c3)N2S(=O)(=O)c2ccc(Cl)cc2)cc1,5,3.3,0.0,-2,-1,-4,-2,4
C[C@H]1CN([C@@H](C)CO)C(=O)c2cccc(N(C)C)c2O[C@@H]1CN(C)S(=O)(=O)c1cccs1,2,3.5,0.4,0,-4,-1,15,-5
COc1ccc(/C=C(\NC(=O)c2ccccc2)C(=O)N2CCC(C)CC2)cc1,-3,-3.1,0.0,-6,0,-1,2,-5
COc1ccc(S(=O)(=O)N2CCCCCC2)cc1C(=O)N(C)Cc1ccco1,6,-0.5,-0.1,-4,14,-3,3,8
COCC(=O)N1CC2(C1)[C@H](c1ccc(-c3ccc(C)cc3)cc1)[C@H](CO)N2C(C)=O,6,1.4,0.2,-6,10,nt,1,1
# (next part)
SMILES,EWS-Fli block,F508del corr,XiGFP reactiv,GSIS activator,DENV2 CPE rescue,ARNT-TACC3 inh,ERp5 block,PAX8 inh HTS
CCOC(=O)c1ccc(NC(=O)NCc2ccccc2)cc1,-22,-1.4,0.2,4,7,0,-3,1
COc1ccc2c3c([nH]c2c1)[C@@H](CO)NCC31CN(Cc2cc(F)ccc2F)C1,-6,1.0,0.0,14,-4,nt,-9,5
Cc1cccc(C(=O)OCC(=O)N2CCc3ccccc3C2)c1O,9,-1.2,0.1,2,4,2,-5,-51
CCN(CC(=O)NCc1cccs1)C(=O)c1ccccc1Cl,4,-1.9,0.1,-3,2,-11,4,-1
CN(CC(=O)Nc1cccc2ccccc12)C(=O)c1ccc(NC(=O)CC#N)cc1,6,3.6,0.0,19,-3,-13,7,17
COc1ccccc1OCCOCCOc1ccccc1Cl,-1,nt,-0.1,nt,1,-28,1,-18
COc1ccc2c3c([nH]c2c1)[C@@H](CO)N(S(C)(=O)=O)CC31CCN(Cc2nccs2)CC1,14,-1.7,0.4,-6,-3,nt,nt,nt
CCOc1ccc(NS(=O)(=O)c2cc(NC(=O)c3ccc(C)cc3)ccc2Cl)cc1,nt,nt,0.0,-27,nt,-4,nt,18
Cc1ccc(C(=O)C(C)OC(=O)CCN=C2NS(=O)(=O)c3ccccc32)cc1 (stereo not drawn),3,0.4,-0.1,6,0,1,0,3
CC(=O)Cn1c(=O)c2c(nc3n2CCCN3Cc2ccccc2)n(C)c1=O,8,-3.7,0.0,35,3,-5,0,5

# Arranged by the number under ERp5 block (smallest number first): some entries from above.
SMILES | F508del corr | GSIS activator | DENV2 CPE rescue | ARNT-TACC3 inh | ERp5 block
Cc1cccc(C(=O)OCC(=O)N2CCc3ccccc3C2)c1O | -1.2 | 2 | 4 | 2 | -5
CCOC(=O)c1ccc(NC(=O)NCc2ccccc2)cc1 | -1.4 | 4 | 7 | 0 | -3
COc1ccccc1OCCOCCOc1ccccc1Cl | nt | nt | 1 | -28 | 1

# Later entries.
SMILES,EWS-Fli block,F508del corr,XiGFP reactiv,GSIS activator,DENV2 CPE rescue,ARNT-TACC3 inh,ERp5 block,PAX8 inh HTS
C/C(=N\NC(=O)C1CC1)c1ccc(N2CCOCC2)cc1,-6,0.8,0.3,-5,-1,0,-5,-15
C/C=C/c1ccc([C@H]2[C@@H](CO)N(c3nc(-c4ccccc4)cs3)[C@H]2C#N)cc1,-5,1.4,0.0,4,?,8,-1,-12
CCOc1ccc(N(C)S(=O)(=O)c2cc(-c3cc(C)no3)ccc2CC)cc1,-1,2.2,0.2,-43,-2,-4,0,57
O=C(NCC[C@@H]1CC[C@@H](NC(=O)C2CCC2)[C@H](CO)O1)Nc1ccc(Cl)cc1,-30,-1.4,-0.3,-1,-7,5,12,-36
